CSM14.1 death rescue – rescue of cells from ER stress-induced death, primary screen, 384-well, CSM14.1, thapsigargin, ATP luminescence (AID 1222). CSM14.1 thapsigargin-induced death rescue, ATP luminescence; higher % means a stronger effect. cellular ATP content (survival), % at 20 µM; hits with a dose series show EC50 in µM. 190,000 tested, under 10 active;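 active = EC50 below 50 µM in the dose-response confirmation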;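 also: death triggered by thapsigargin at about 15 µM added after 2 h compound pretreatment; cell ATP read after overnight thapsigargin exposure of roughly 18 to 22 hours; normalized against plate controls of thapsigargin alone and 5% DMSO vehicle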
XIAP displacement – XIAP antagonists, biochemical, IAP family, fluorescence polarization (AID 1018); 200,000 compounds, 0.007% hits; one-dose displacement, % at 20 µM; IC50 in µM for titrated hits; XIAP BIR domain, fluorescence polarization peptide displacement; higher % means a stronger effect; E3 ubiquitin-protein ligase XIAP (Homo sapiens); in the data active = displacement above about 50%; also: a part of the inactive calls stands beside numbers as strong as those of hits
RSV CPE inhibition – RSV antiviral activity via CPE protection, HEp-2 cells, primary 10 µM value included (AID 2391) | HEp-2 cells, RSV-induced CPE inhibition; higher % means a stronger effect | 310,000 compounds, 0.13% hits | one-dose CPE inhibition, % at 10 µM; IC50 in µM for titrated hits; in the data active = a potency from the dose series; inconclusive = CPE inhibition mostly from about 23% at the one dose, without a potency; inactive = the rest, 99 in 100 with CPE inhibition below about 21%; also: strong numbers were not always called active
Yfh1-depleted yeast – enhancers of respiration in Yfh1-depleted yeast, dose response, Friedreich's ataxia, plus single-dose screen (AID 1465). S. cerevisiae Yfh1-off respiration, WST-1 reduction, 72 h; higher fold induction means a stronger effect. one-dose fold induction at 50 µM; EC50 in µM for titrated hits. 220,000 compounds, 0.074% hits;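 active = fold induction of absorbance versus untreated yeast above a set limit, then at least 30% activation at any dose in follow-up; inconclusive = repeats straddling the limit, or above it without dose testing; inactive = fold induction below the set limit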;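 also: activators that raise dye reduction in frataxin-depleted yeast; strong numbers were not always called active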
Large T inhibition – SV40 large T antigen inhibitors, biochemical (AID 1903); SV40 large T antigen ATPase/helicase inhibition assay; higher % means a stronger effect; one-dose inhibition, % at 20 µM; IC50 in µM for titrated hits; 310,000 compounds, 0.39% hits; in the data active = a potency from the dose series; inconclusive = inhibition mostly from about 32% at the one dose, without a potency; inactive = the rest, 99 in 100 with inhibition below about 32%; also: strong numbers were not always called active
Dengue-2 NS5 capping – Dengue-2 NS5 methyltransferase inhibitors, primary screen, biochemical, confirmation dose response (AID 588689) | Genome polyprotein (Dengue virus type 2 (strain 16681-PDK53)) | Dengue-2 NS5 methyltransferase capping enzyme assay, biochemical; higher % means a stronger effect | one-dose inhibition, % at 25 µM; IC50 in µM for titrated hits | 340,000 compounds, 0.3% hits; in the data active = a potency from the dose series; inconclusive = inhibition above about 29% without an active follow-up result
WT yeast gro inh – growth inhibition of WT strain, primary screen, mitochondrial fusion inhibitor project, WT and mutant strains, chemical genetic. 190,000 compounds, 2.1% hits. mitochondrial fusion phenotypic screen. inhibition, % at 10 µM. AID 1362, 2008; in the data active = inhibition above about 58%; tested in S. cerevisiae
K1F lysis inhibition – inhibition of K1F phage lysis, E. coli UTI89, bacterial capsule biogenesis inhibitors, alamar blue (AID 488966); one-dose inhibition, % at 100 µM; IC50 in µM for titrated hits; 340,000 compounds, 0.02% hits; E. coli UTI89 K1F phage lysis, alamar blue, 2 h; higher % means a stronger effect;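 active = phage lysis inhibition, versus mean bacterial control, above a set limit; inconclusive = no clear call, values can overlap the other calls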;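 also: capsule biogenesis inhibitors block K1F phage lysis so surviving cells raise fluorescence; higher fluorescence means more inhibition of phage lysis; actives were called in the ten point dose series up to 300 µM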
West Nile antiviral – West Nile virus antiviral activity, cell-based, CPE readout (AID 1621) | West Nile virus-infected cells, CPE inhibition; higher % means a stronger effect | CPE inhibition, % at 10 µM; hits with a dose series show IC50 in µM | 290,000 compounds, 0.02% hits; in the data active = a potency from the dose series; inconclusive = CPE inhibition mostly from about 3.7% at the one dose, without a potency; inactive = the rest, 99 in 100 with CPE inhibition below about 2.2%; also: strong numbers were not always called active
WT yeast gro inh mutant strain – second read-out of WT yeast gro inh, no call of its own (marks repeat the call); inhibition, %; mitochondrial fusion phenotypic screen, mutant strain inhibition
Active calls of the source: *; i = inactive; u = inconclusive; x = no result given; [ ] = remark or other dose.

no.	compound	CSM14.1 death rescue	XIAP displacement	RSV CPE inhibition	Yfh1-depleted yeast	Large T inhibition	Dengue-2 NS5 capping	WT yeast gro inh	WT yeast gro inh mutant strain	K1F lysis inhibition	West Nile antiviral
1	O=C(Nc1ccccc1)Nc1n[nH]c2nnc(-c3ccccc3)c(-c3ccccc3)c12	x	x	21%	x	18%	3%	x	x	0.3%	-0.4%
2	O=Cc1ccccc1-n1cccn1	x	-3.6%	1.5%	i	0%	-2%	-12	-7	0.5%	0.5%
3	CCOC(=O)N1CCC(N2C(=O)c3ccccc3C2Nc2ccc(C)cc2)CC1 (stereo unspecified)	2.8%	-2.1%	0.2%	i	8%	-3%	8	4	-0.9%	-0.3%
4	Cc1cc(C)nc(SCc2ccc(C(=O)N/N=C/c3ccco3)cc2)n1	-1.2%	-1.3%	0.7%	i	8%	-8%	4	5	-0.8%	0.6%
5	Cc1ccc(N(CC(=O)NCc2cccnc2)S(C)(=O)=O)cc1C	-1.6%	-1.1%	0.5%	i	5%	1%	-10	-17	1.4%	-0.2%
6	O=C(O)C1SCCN1S(=O)(=O)c1ccc2ccccc2c1 (stereo unspecified)	-1.1%	-8.1%	1.9%	i	7%	-3%	-1	-4	0.1%	0.1%
7	Cc1ccc(CNC(=O)c2cc3c(=O)n4ccccc4nc3n(CC3CCCO3)c2=N)cc1 (stereo unspecified)	x	-6.6%	0.9%	i	9%	-4%	13	15	2.6%	-0.2%
8	CC(C(=O)O)n1nc(-c2ccccc2)c2ccccc21 (stereo unspecified)	x	x	1.0%	x	26%	4%	x	x	0.3%	0.0%
9	O=C(CNC(=O)c1cc2ccccc2o1)NCc1cccs1	-1.3%	-12%	3.1%	i	1%	-1%	3	-5	0.8%	0.0%
10	COC(=O)CSc1nc(N)c2c3c(sc2n1)CCCC3	-0.1%	-0.3%	-0.5%	i	3%	-3%	-14	11	0.4%	0.2%
11	COc1ccc(/C=C/C(=O)Nc2cc(S(=O)(=O)N3CCCCC3)ccc2N2CCCCC2)cc1OC	-4.1%	-6.3%	5.1%	i	-6%	0%	13	-10	0.0%	-1.8%
12	Cc1cc(C)nc(SCc2ccc(C(=O)NN=C3CCCC3)cc2)n1	2.0%	-6.0%	-0.3%	i	4%	-13%	-16	0	-0.6%	-0.1%
13	CCN(CC)S(=O)(=O)c1ccc(/C=C/C(=O)NC2CCCCC2)cc1	x	x	2.2%	x	-1%	-6%	x	x	0.2%	0.7%
14	COCCn1c(=O)[nH]c2cc(C(=O)Nc3nnc(C)s3)ccc21	x	x	1.9%	x	6%	-6%	x	x	0.4%	0.0%
15	CCc1ccc(NC(=O)CCC(=O)c2ccc(C)cc2)cc1	x	x	0.9%	x	3%	-6%	x	x	-0.5%[50 µM]	-0.7%
16	O=C1c2ccc(Br)cc2C(=O)N1c1ccc(Cc2ccncc2)cc1	0.8%	-4.8%	x	i	-4%	4%	23	-18	0.4%	-1.2%
17	CCn1nc(NC(=O)c2ccncc2)c2cc3cccc(C)c3nc21	0.4%	1.4%	1.0%	i	10%	-3%	1	0	1.3%	-0.2%
18	COc1ccc(C(=O)CCC(=O)NC2=NCCS2)cc1	x	x	0.4%	x	4%	-9%	x	x	-0.1%	-0.1%
19	O=[N+]([O-])c1cc(C(F)(F)F)ccc1NCCc1c[nH]c2ccccc12	3.3%	-3.3%	17%	i	-2%	0%	62*	9.5*	-0.2%[50 µM]	-1.3%
20	CCOC(=O)C1C(c2ccc(Cl)cc2)NC(=S)NC1(O)C(F)(F)F (stereo unspecified)	-2.1%	-14%	1.9%	i	3%	-6%	-3	6	0.1%	-0.6%
21	COc1ccc(NC2CCCN(C(=O)CCOc3ccccc3)C2)cc1 (stereo unspecified)	x	x	1.4%	x	u	4%	x	x	0.5%	-0.5%
22	COc1cc([N+](=O)[O-])ccc1NC(=O)C[n+]1ccccc1	-1.8%	-4.0%	0.1%	i	11%	-1%	2	-14	2.1%[50 µM]	-0.1%
23	COc1cc(NC(=O)CSc2nnc(-c3ccncc3)n2C2CCCCC2)ccc1NC(=O)c1ccco1	0.0%	-19%	0.4%	i	6%	-4%	8	1	6.9%	0.0%
24	Cc1ccc2c(c1)N(C(C)C(=O)NCc1cccs1)C(=O)CO2 (stereo unspecified)	-0.2%	-10%	-0.5%	i	14%	3%	15	13	0.1%	-0.5%
25	CN(c1ccccc1)S(=O)(=O)c1ccc(Cl)c(C(=O)OCC(=O)NC2CCS(=O)(=O)C2)c1 (stereo unspecified)	0.2%	-4.5%	-1.6%	i	-1%	x	-2	6	0.5%	-0.2%
26	COc1ccc(CNCc2cccc(C)c2)cc1	x	x	0.1%	x	4%	-14%	x	x	-0.1%	-1.3%
27	CC(C)(C)c1cc[n+](-c2[nH]c(=O)sc2/C=N/N=C(\[O-])c2cccnc2)cc1	x	x	0.3%	x	-6%	2%	x	x	0.3%	0.0%
28	NC(=O)c1ccc(Br)c(S(=O)(=O)N2CCCCC2)c1	-1.3%	-3.6%	-1.2%	i	17%	4%	-1	6	3.7%	-0.2%
29	O=C(CSc1nnnn1-c1ccc(Cl)cc1)NNC(=O)c1ccc([N+](=O)[O-])cc1	-1.8%	-0.7%	0.5%	i	16%	-1%	-2	-19	3.8%[50 µM]	0.0%
30	CCOC(=O)CC(NC(=O)Cn1nnc(-c2ccccc2)n1)c1ccc(OC)cc1 (stereo unspecified)	-1.1%	-5.9%	3.5%	i	5%	-3%	-22	-10	0.1%	-1.0%

6 entries from above, in transposed form:
8	CC(C(=O)O)n1nc(-c2ccccc2)c2ccccc21 (stereo unspecified)
7	Cc1ccc(CNC(=O)c2cc3c(=O)n4ccccc4nc3n(CC3CCCO3)c2=N)cc1 (stereo unspecified)
26	COc1ccc(CNCc2cccc(C)c2)cc1
6	O=C(O)C1SCCN1S(=O)(=O)c1ccc2ccccc2c1 (stereo unspecified)
15	CCc1ccc(NC(=O)CCC(=O)c2ccc(C)cc2)cc1
3	CCOC(=O)N1CCC(N2C(=O)c3ccccc3C2Nc2ccc(C)cc2)CC1 (stereo unspecified)

screen / no.	8	7	26	6	15	3
CSM14.1 death rescue	x	x	x	-1.1%	x	2.8%
XIAP displacement	x	-6.6%	x	-8.1%	x	-2.1%
RSV CPE inhibition	1.0%	0.9%	0.1%	1.9%	0.9%	0.2%
Yfh1-depleted yeast	x	i	x	i	x	i
Large T inhibition	26%	9%	4%	7%	3%	8%
Dengue-2 NS5 capping	4%	-4%	-14%	-3%	-6%	-3%
WT yeast gro inh	x	13	x	-1	x	8
WT yeast gro inh mutant strain	x	15	x	-4	x	4
K1F lysis inhibition	0.3%	2.6%	-0.1%	0.1%	-0.5%[50 µM]	-0.9%
West Nile antiviral	0.0%	-0.2%	-1.3%	0.1%	-0.7%	-0.3%

Looked up one by one from the entries so far (2):
no.	compound	CSM14.1 death rescue	XIAP displacement	RSV CPE inhibition	Yfh1-depleted yeast	Large T inhibition	Dengue-2 NS5 capping	WT yeast gro inh	WT yeast gro inh mutant strain	K1F lysis inhibition	West Nile antiviral
3	CCOC(=O)N1CCC(N2C(=O)c3ccccc3C2Nc2ccc(C)cc2)CC1 (stereo unspecified)	2.8%	-2.1%	0.2%	i	8%	-3%	8	4	-0.9%	-0.3%
6	O=C(O)C1SCCN1S(=O)(=O)c1ccc2ccccc2c1 (stereo unspecified)	-1.1%	-8.1%	1.9%	i	7%	-3%	-1	-4	0.1%	0.1%

Next structures follow:
no.	compound	CSM14.1 death rescue	XIAP displacement	RSV CPE inhibition	Yfh1-depleted yeast	Large T inhibition	Dengue-2 NS5 capping	WT yeast gro inh	WT yeast gro inh mutant strain	K1F lysis inhibition	West Nile antiviral
31	Cc1ccccc1OCCCCCNCCO	-2.4%	-1.8%	x	i	6%	2%	18	24	1.1%	-0.2%
32	COc1ccccc1OCCC(=O)OCC(=O)Nc1cc(S(=O)(=O)N(C)C)ccc1Cl	-1.6%	-2.6%	-0.5%	i	-6%	-6%	-7	7	-0.7%	0.0%
33	O=C(NC(=S)NC1CCS(=O)(=O)C1)c1cccs1 (stereo unspecified)	-1.6%	-3.3%	2.6%	i	27%	-3%	-15	-19	4.9%	0.6%
34	CC(=O)Nc1ccc(Cl)c(C(N)=O)c1	-1.0%	-10%	0.6%	i	-3%	-3%	3	2	1.0%	0.1%
35	NNc1nccc(Nc2ccccc2C(=O)O)n1	-0.3%	-11%	1.6%	i	14%	3%	-4	-4	4.3%	-0.1%
36	CCCc1cc2c(cc1NC(=O)c1ccccc1Cl)OCO2	-2.2%	-0.3%	1.1%	i	12%	-3%	-8	-13	0.8%	-0.3%
37	CCCc1ccc(OCC(=O)O)cc1	-2.1%	-6.7%	4.3%	i	3%	2%	-15	7	2.4%	0.9%
38	Cc1nc(NC(=O)c2ccc(Cl)cc2)sc1Cc1ccc2c(c1)OCO2	10%	-2.8%	-1.7%	i	4%	2%	1	-13	0.1%	-0.8%
39	Cc1ccc(N2CCN(C(=O)N3CCOCC3)CC2)cc1C	0.2%	-3.3%	2.3%	i	-4%	-8%	3	-13	0.3%	0.3%
40	COc1ccccc1C(=O)Nc1ccc(S(=O)(=O)N2CCC(C)CC2)cc1	x	x	12%	x	12%	-7%	x	x	0.2%	-1.6%
41	CC(C)(C)OC(=O)N1CCC[C@H]1c1nnc(SCc2ccccc2Cl)o1	0.0%	-2.2%	5.9%	i	12%	-1%	17	17	0.3%	-0.2%
42	O=C(CN1CCOCC1)Nc1ccccc1C(=O)O	-1.5%	-4.8%	-0.4%	i	2%	1%	-16	-16	0.9%	0.6%
43	NC(=O)c1nc(C2CCCCC2)nc2c1[nH]c(=O)n2-c1ccc(F)cc1	-1.5%	21%	2.2%	x	4%	-1%	9	6	0.2%	x
44	CCc1nc(SCC(=O)Nc2ccc(C(=O)O)cc2)n[nH]1	-0.9%	1.4%	0.9%	i	-2%	1%	-12	1	-1.3%	0.1%
45	COC(c1ccccc1)c1nnc(CCC(=O)NCc2ccc3ncccc3c2)o1 (stereo unspecified)	0.0%	-7.3%	0.7%	i	22%	1%	-1	-1	0.1%	1.7%
46	COc1cccc(C(=O)Nc2ccccc2OC(F)(F)F)c1	2.9%	-7.2%	-0.2%	i	10%	-12%	-5	3	-0.6%	-0.6%
47	O=[N+]([O-])c1cccc(-c2ccc(C(=S)N3CCOCC3)o2)c1	-1.8%	-8.9%	-0.5%	i	3%	-2%	-5	-21	0.1%	-0.6%
48	Cc1onc(-c2c(F)cccc2Cl)c1C(=O)c1ccccc1	x	x	0.6%	i	5%	-11%	x	x	-0.8%	-0.1%

High-throughput results: PubChem, several laboratories

Random draw from the library, and some 2.2% of all compounds hit somewhere here.
